LRH-1 inv ag – LRH-1 (NR5A2) inverse agonists, primary screen, cell-based, luminescence, HEK293T, StAR-luciferase reporter; 360,000 compounds, 0.13% hits; Nuclear receptor subfamily 5 group A member 2 (Homo sapiens), O00482; AID 602396, 2012; inhibition, % at 3.6 µM; LRH-1 transfected, 24 h;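 active = inhibition above the mean inhibition of all tested compounds plus 3 SD, cut at about 73% in these data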;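 also: 0% = DMSO wells and 100% = reporter-only cells lacking LRH-1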
SRC1 inh – SRC1 coactivator transcriptional activity inhibitors, primary screen, cell-based, luminescence. Nuclear receptor coactivator 1 (Homo sapiens), Q15788. HEK293 GAL4-SRC1 luciferase reporter. inhibition, % at 3.6 µM. 360,000 compounds, 0.12% hits. AID 588354, 2011;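 active = inhibition above the campaign mean plus 3 SD, with each screening campaign given its own cutoff, cut at about 60% in these data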;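 also: 0% = DMSO treated cells and 100% = gossypol at 36 µM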
TROY signal inh – inhibitors of TROY-driven NF-kB signaling, primary screen, Q293 LMP1-TROYcd cells, NF-kB luciferase, uHTS; Q293 LMP1-TROYcd NF-kB luciferase reporter, 4 h; inhibition, % at 10 µM; 360,000 compounds, 0.98% hits; AID 1347056, 2019;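 active = compounds whose plate-normalised and pattern-corrected inhibition of the luciferase reporter signal at the single screening dose is 50% or more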
TWEAK Fn14 block – inhibitors of TWEAK-Fn14 signaling, primary screen, luciferase reporter cells, uHTS. TWEAK-stimulated Fn14 reporter cells, luciferase luminescence, 8 h. inhibition, % at 10 µM. 360,000 compounds, 2% hits; in the data active = inhibition above about 50%
TRAIL sens C8 – viability loss with TRAIL in NB7+C8 cells, primary screen, TRAIL sensitizer project, cell-based, ATPlite luminescence. inhibition (viability loss, TRAIL sensitization), % at 10 µM. 360,000 compounds, 1% hits;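 active = compounds causing at least 50% loss of cell viability in the single-dose screen, relative to plate controls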
NOD2-RIPK2 inh – NOD2-RIPK2 binding disruptors in cells, primary screen, fluorescence, CHO cells, BLA complementation; CCF4 ratio; inhibition, % at 4.98 µM; 360,000 compounds, 0.38% hits; AID 624267, 2012; in the data active = inhibition above about 21%;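 also: 0% = vehicle only and 100% = reference blocker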
EBV LMP1 NFkB – EBV LMP1-driven NF-kappaB luciferase reporter inhibitors, primary screen, cell-based, luminescence, single point. AID 504558, 2011. LMP1-induced NF-kappaB luciferase reporter cells. inhibition, % at 12.5 µM. 350,000 compounds, 0.69% hits; in the data active = inhibition above about 41%;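 also: 0% = neutral control wells and 100% = reference inhibitor control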
NCOA2 inhibitor – inhibition of GAL4-SRC2 driven luciferase reporter, primary screen, SRC2 inhibitor project, cell-based, luminescence; inhibition, % at 9 µM; AID 651957, 2012; 370,000 compounds, 0.17% hits; HEK293 GAL4-SRC2 luciferase reporter;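 active = inhibition above the mean inhibition of all tested compounds plus 3 SD, set per campaign, cut at about 52% in these data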;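 also: 0% = DMSO treated cells and 100% = cells given Gossypol at 36 µM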
SRC3 inh – SRC3 coactivator transcriptional activity inhibitors, primary screen, cell-based, luminescence. Nuclear receptor coactivator 3 (Homo sapiens), Q9Y6Q9. HEK293 GAL4-SRC3 luciferase reporter. inhibition, % at 3.6 µM. 360,000 compounds, 0.17% hits;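 active = inhibition above a per-campaign cutoff, the mean of all compounds plus 3 SD, cut at about 60% in these data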;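 also: 0% = DMSO-treated cells and 100% = gossypol-treated cells at 36 µM; higher means less SRC3-driven luciferase light from the GAL4 reporter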
Target sequence (Q9Y6Q9 whole entry, looked up, the tested form may be a part): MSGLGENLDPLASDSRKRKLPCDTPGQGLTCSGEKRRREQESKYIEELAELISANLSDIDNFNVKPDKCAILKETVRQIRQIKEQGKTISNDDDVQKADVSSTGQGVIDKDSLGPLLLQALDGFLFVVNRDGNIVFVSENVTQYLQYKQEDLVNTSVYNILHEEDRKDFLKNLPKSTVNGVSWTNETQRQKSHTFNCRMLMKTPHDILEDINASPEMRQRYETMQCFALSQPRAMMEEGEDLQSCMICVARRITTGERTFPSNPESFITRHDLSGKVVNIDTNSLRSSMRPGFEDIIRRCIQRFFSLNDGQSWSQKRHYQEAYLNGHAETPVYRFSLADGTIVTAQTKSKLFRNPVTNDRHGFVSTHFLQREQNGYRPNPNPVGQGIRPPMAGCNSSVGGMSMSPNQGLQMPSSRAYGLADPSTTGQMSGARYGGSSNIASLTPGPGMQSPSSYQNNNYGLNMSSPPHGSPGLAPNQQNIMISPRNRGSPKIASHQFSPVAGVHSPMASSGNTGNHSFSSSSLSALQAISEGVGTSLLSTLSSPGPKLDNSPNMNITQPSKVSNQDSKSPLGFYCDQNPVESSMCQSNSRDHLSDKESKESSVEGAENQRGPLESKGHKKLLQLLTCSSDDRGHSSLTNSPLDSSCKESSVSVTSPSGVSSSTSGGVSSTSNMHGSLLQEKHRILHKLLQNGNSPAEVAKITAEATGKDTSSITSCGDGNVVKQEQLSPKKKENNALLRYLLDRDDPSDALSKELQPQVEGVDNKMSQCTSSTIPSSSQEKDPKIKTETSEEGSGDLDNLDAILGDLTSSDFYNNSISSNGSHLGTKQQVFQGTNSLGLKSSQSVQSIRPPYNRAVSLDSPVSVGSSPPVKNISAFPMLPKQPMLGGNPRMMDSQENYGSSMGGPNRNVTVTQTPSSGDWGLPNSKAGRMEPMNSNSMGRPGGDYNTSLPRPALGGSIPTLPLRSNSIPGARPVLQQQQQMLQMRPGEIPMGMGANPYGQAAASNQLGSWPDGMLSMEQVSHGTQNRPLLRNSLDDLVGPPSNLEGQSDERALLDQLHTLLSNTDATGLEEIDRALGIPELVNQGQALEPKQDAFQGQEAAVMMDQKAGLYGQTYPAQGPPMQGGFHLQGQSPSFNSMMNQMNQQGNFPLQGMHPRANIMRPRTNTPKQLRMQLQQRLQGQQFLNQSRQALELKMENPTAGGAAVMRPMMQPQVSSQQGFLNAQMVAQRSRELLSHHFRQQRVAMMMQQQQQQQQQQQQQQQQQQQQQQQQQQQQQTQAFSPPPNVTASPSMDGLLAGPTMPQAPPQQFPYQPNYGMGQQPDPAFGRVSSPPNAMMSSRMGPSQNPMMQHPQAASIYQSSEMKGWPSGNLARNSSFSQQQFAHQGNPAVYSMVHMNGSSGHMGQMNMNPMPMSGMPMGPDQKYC
TLR9-MyD88 block – inhibitors of TLR9-MyD88 association in cells, primary screen, cell-based, CHO, BLA complementation, fluorescence | Toll-like receptor 9 (Homo sapiens) + Myeloid differentiation primary response protein … | CCF4 FRET ratio | inhibition, % at 4.98 µM | 340,000 compounds, 0.21% hits;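 active = inhibition above the mean over all tested compounds plus 3 SD, cut at about 21% in these data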;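 also: 0% = DMSO only wells and 100% = clavulanate BLA inhibitor control wells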
NR2F2 inh – NR2F2 transcriptional activity inhibitors, primary screen, cell-based, luciferase reporter, HEK293T, luminescence; inhibition, % at 8.6 µM; HEK293T NGFI-A luciferase reporter; 370,000 compounds, 0.7% hits;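 active = inhibition above a per-plate cutoff, mean inhibition of test wells between control levels plus 3 SD, cut at about 38% in these data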;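 also: cells cotransfected with COUP-TFII expression vector driving the NGFI-A reporter; 0% = median of COUP-TF2 test wells and 100% = reporter-only cells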
An asterisk follows results filed as active; x = not tested or not shown. An excerpt (hit frequency here may not be typical).

SMILES	LRH-1 inv ag	SRC1 inh	TROY signal inh	TWEAK Fn14 block	TRAIL sens C8	NOD2-RIPK2 inh	EBV LMP1 NFkB	NCOA2 inhibitor	SRC3 inh	TLR9-MyD88 block	NR2F2 inh
C#CCN(C[C@@H]1[C@@H](OC(=O)NCc2ccccc2F)[C@@H](OC(=O)NCc2ccccc2F)Cn2c(=O)n(CCCCCC)c(=O)n21)S(=O)(=O)c1ccc(C)cc1	16	-2	-5	12	8	-2	-29	0	-7	1	1
COc1cccc(NC(=O)Nc2nnc(CC(=O)NCc3ccccc3)s2)c1	-1	22	7	29	-3	-2	11	39	32	4	20
Cc1ccc(C2Nc3ccccc3NC3=C2C(=O)CC(C)(C)C3)c(O)c1 (configuration not stated)	-21	-19	13	12	1	0	-2	-12	-26	-1	9
O=C(/C=C/c1ccco1)Nc1ccc(Cl)c(S(=O)(=O)N2CCOCC2)c1	-11	9	19	16	10	-5	8	-6	25	-1	21
CSCCC(C(=O)Nc1c(C)cccc1C)N1CCN(c2ccc(C(F)(F)F)cn2)CC1 (configuration not stated)	8	14	12	2	-10	3	x	13	1	x	-6
CCCCCOC(=O)Nc1nnc(CCCCC)s1	9	1	-10	-18	9	1	-5	-1	-4	1	0
COCCCNC(=S)N1CCN(c2nc(-c3ccc(F)cc3)cs2)CC1	-2	-29	13	20	10	11	18	10	17	-6	12
COc1cc(-c2nc3cc(C)ccn3c2NC2CCCCC2)ccc1-c1ccc(C(C)=O)cc1	-28	8	-5	4	15	11	1	-2	-4	2	-1
N#Cc1ccc(CSc2nnc(NC(=O)c3ccc(=O)[nH]c3)s2)cc1	0	-8	-8	-15	-9	-9	-4	-4	0	9	-15
COc1ccc(OC)c(NC(=O)Nc2nc(C(N)C(C)C)cs2)c1 (configuration not stated)	-13	16	8	18	-11	4	x	-9	-13	x	-5
Cc1ccc2c(Cl)c(C(=O)NCC(c3ccco3)N3CCCC3)sc2c1 (configuration not stated)	-11	7	-29	-30	13	-2	-28	-16	-13	-3	6
O=C(O)c1cc(-c2cccnc2)nc2ccc(Br)cc12	-2	4	14	-5	0	-10	2	-22	8	-11	12
C=CCSc1nnc(NC(=O)c2nc(SCC)ncc2Cl)s1	-9	10	0	-10	-6	-4	-15	x	14	3	x
COC(=O)c1ccc(Oc2ccc(S(=O)(=O)N3CCCCC3)cc2N)cc1	17	14	42	33	7	-4	13	3	9	-11	39*
CC(=O)c1ccccc1NC(=O)COC(=O)C1COc2ccccc2O1 (configuration not stated)	-2	2	2	-2	2	-1	0	-14	6	3	-8
Cn1cnc2c(=O)sc3ccccc3c21	-3	23	7	3	16	9	-7	18	20	11	-17
N#C/C(=N\Nc1ccccc1Cl)C(=O)c1ccccc1	9	-11	29	10	14	1	13	-4	-4	-1	6
Fc1ccc(CNn2cnnc2SCc2ccc(F)cc2)cc1	3	23	0	2	6	-11	5	-26	20	-10	11
CCOC(=O)N1CCN(C(=O)C2CCC(=O)N(Cc3cccc(C(F)(F)F)c3)C2)CC1 (configuration not stated)	3	-24	1	-1	37	-7	-13	-30	32	-14	-11
Cc1ccc(NC(=O)CN(C)C(=O)c2ccccc2OCc2c(C)noc2C)cc1	-4	-17	-8	-15	-10	3	-1	-11	-7	7	-2
COc1cc2c(cc1OC)[C@@H](Cc1ccc(OCCC#N)cc1)N(C)CC2	5	10	-17	3	-2	1	0	10	-21	-2	16
N#C/C(=C\c1ccccc1O)C(=O)Nc1ccccn1	8	-25	-17	11	-1	-5	1	-10	-29	3	-21
Cc1cc(C)c(S(C)(=O)=O)c(Oc2ccccc2C)n1	-22	7	12	5	0	1	0	24	6	6	-10
CSc1ccc(C(=O)C2CCCN(S(=O)(=O)c3c(C)noc3C)C2)cc1 (configuration not stated)	1	14	8	7	-1	8	2	24	6	-1	2
CCNC(=O)C1(C)CCCN(C(=O)c2c(C)noc2C)C1 (configuration not stated)	-17	4	-5	-15	-16	2	x	12	7	x	7

Going on with the list.
SMILES	LRH-1 inv ag	SRC1 inh	TROY signal inh	TWEAK Fn14 block	TRAIL sens C8	NOD2-RIPK2 inh	EBV LMP1 NFkB	NCOA2 inhibitor	SRC3 inh	TLR9-MyD88 block	NR2F2 inh
CCOC(=O)C1CCCN(CCSc2ccc(C)cc2)C1 (configuration not stated)	3	-3	1	7	3	11	2	8	-4	6	3
O=C(CN1CCCCCC1)Nc1ccc(F)c(F)c1F	-12	-12	5	6	-4	-1	3	29	3	8	-3
N#C/C(=C/C1=C(N2CCOCC2)C(=C/c2ccc(Cl)cc2Cl)/CC1)C(=O)Nc1ccccc1F	3	-9	-4	0	19	-12	14	9	-10	-10	12
CCS(=O)(=O)N1CCN=C1SC(C)c1ccccc1 (configuration not stated)	-33	2	1	13	-15	-9	8	-29	0	0	12
Cc1ccc(-c2nnc(N(C)C(=O)c3cccnc3)s2)cc1	-124	-65	-42	3	41	-8	-8	-49	-98	7	-35
COc1ccc2c(C)cc(SCC#N)nc2c1	17	12	16	7	-11	11	3	x	23	3	x
CCn1c(SCC(=O)Nc2sc(C)c(C)c2C#N)nnc1C(C)C	19	12	5	-16	4	-2	4	-10	3	-5	12
O=c1[nH]nc(Cc2ccc(-c3cccc(Cl)c3)o2)c2ccccc12	5	1	9	-12	-7	-1	-20	-18	-3	1	-1
CCCNC(=S)Nc1ccc(Cl)cc1Cl	14	-13	-5	-5	2	-6	3	-10	-4	-4	4
O=C1c2ccccc2C(=O)N1CN(C(=O)COc1ccccc1)c1ccc(F)cc1	9	-2	21	15	14	2	1	5	14	-4	2
O=C(Nc1nnc(C(F)(F)F)s1)c1c(F)cccc1F	-25	3	-5	0	5	-3	8	-24	-6	5	3
O=C(Nc1ccc2nc3n(c(=O)c2c1)CCCCC3)C(=O)N1CCN(c2ccc(F)cc2)CC1	-1	1	3	-1	-7	10	-3	14	8	2	-4
CCC1CCCCN1C(=O)COC(=O)COc1ccc(Br)cc1 (configuration not stated)	0	6	10	17	-7	-7	4	-12	9	-15	5
Cc1nnsc1C(=O)N1CCCC(Nc2ccc(F)c(F)c2)C1 (configuration not stated)	-9	-11	-19	-14	0	2	-9	-16	-41	-7	1
CCN(CC)S(=O)(=O)c1ccc(/C=C/C(=O)OCC(=O)NC(=O)C2COc3ccccc3O2)cc1 (configuration not stated)	-35	-8	-10	4	7	-5	7	-59	-2	1	-12
O=C(NCCC1=CCCCC1)C1CCN(S(=O)(=O)c2ccccc2C(F)(F)F)CC1	4	7	-4	-6	-4	-15	-8	-15	-8	-3	-3
Cc1cc(C)nc(SCC(=O)NNC(=O)c2ccccc2C)n1	3	1	14	9	20	-3	3	13	7	10	19
COc1ccccc1-c1cc(C(F)(F)F)nc(S(C)(=O)=O)n1	-26	-5	53*	19	-17	25*	-5	8	-10	26*	-69
O=C(COC(=O)c1ccccn1)NCc1ccccc1Cl	20	0	-7	-1	-4	-15	-5	-23	19	9	4
Cc1ccc(NC(=O)c2ccc(=O)[nH]n2)cc1C	-79	-33	-30	-18	11	6	-8	-57	-38	2	-17
N#CCC(=O)NC(=O)NCC1CC1	1	-17	3	-3	-2	-7	4	-2	-24	-10	9
COc1ccccc1NC=C1C(=O)OC2(CCCCC2)OC1=O	-2	1	-39	8	12	-1	7	-3	13	-5	6
COc1ccccc1Nc1nc(-c2cccnc2)cs1	-48	-75	-16	-34	9	-5	-261	-9	-45	3	-42
CC(C)(C)C1CCC(=NNC(=O)C(=O)NCc2ccco2)CC1 (configuration not stated)	1	-32	13	-1	4	0	-7	-2	13	6	-9
CCOc1ccc(N(CC(=O)NC(C)(C)C)C(=O)CCC(=O)Nc2nccs2)cc1	-5	-26	7	-17	-21	0	7	-3	-12	2	-10
Cc1ccccc1NC(=S)N(Cc1ccco1)C(C)c1cccs1 (configuration not stated)	9	-7	8	-9	0	-5	6	-22	1	2	-2
Clc1ccccc1CSc1nnc(-c2ccncc2)o1	-81	-46	-50	-12	10	-3	-11	-34	-75	-6	-23

Single records, as listed above.
Entry for COc1ccccc1NC=C1C(=O)OC2(CCCCC2)OC1=O = LRH-1 inv ag: -2; SRC1 inh: 1; TROY signal inh: -39; TWEAK Fn14 block: 8; TRAIL sens C8: 12; NOD2-RIPK2 inh: -1; EBV LMP1 NFkB: 7; NCOA2 inhibitor: -3; SRC3 inh: 13; TLR9-MyD88 block: -5; NR2F2 inh: 6
Entry for COc1ccccc1Nc1nc(-c2cccnc2)cs1 = LRH-1 inv ag: -48; SRC1 inh: -75; TROY signal inh: -16; TWEAK Fn14 block: -34; TRAIL sens C8: 9; NOD2-RIPK2 inh: -5; EBV LMP1 NFkB: -261; NCOA2 inhibitor: -9; SRC3 inh: -45; TLR9-MyD88 block: 3; NR2F2 inh: -42

Reformatted: results already given.
N#CCC(=O)NC(=O)NCC1CC1
  LRH-1 inv ag: 1	SRC1 inh: -17	TROY signal inh: 3	TWEAK Fn14 block: -3	TRAIL sens C8: -2	NOD2-RIPK2 inh: -7	EBV LMP1 NFkB: 4	NCOA2 inhibitor: -2	SRC3 inh: -24	TLR9-MyD88 block: -10	NR2F2 inh: 9

COc1ccccc1NC=C1C(=O)OC2(CCCCC2)OC1=O
  LRH-1 inv ag: -2	SRC1 inh: 1	TROY signal inh: -39	TWEAK Fn14 block: 8	TRAIL sens C8: 12	NOD2-RIPK2 inh: -1	EBV LMP1 NFkB: 7	NCOA2 inhibitor: -3	SRC3 inh: 13	TLR9-MyD88 block: -5	NR2F2 inh: 6

COc1ccccc1Nc1nc(-c2cccnc2)cs1
  LRH-1 inv ag: -48	SRC1 inh: -75	TROY signal inh: -16	TWEAK Fn14 block: -34	TRAIL sens C8: 9	NOD2-RIPK2 inh: -5	EBV LMP1 NFkB: -261	NCOA2 inhibitor: -9	SRC3 inh: -45	TLR9-MyD88 block: 3	NR2F2 inh: -42

Screening results (PubChem BioAssay)
